# KCNK3 inh: human KCNK3 channel inhibition, primary screen; B-score at 10 µM; 0.84% of 340,000 active; CHO-KCNK3 thallium flux, FluxOR fluorescence; active compounds read low;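 active = B-score under library mean minus 4 SD, starting fluorescence ratio at most library mean plus 5 SD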;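 note: more negative B-score means stronger inhibition of thallium flux through KCNK3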
# Target sequence (O14649 whole entry, looked up): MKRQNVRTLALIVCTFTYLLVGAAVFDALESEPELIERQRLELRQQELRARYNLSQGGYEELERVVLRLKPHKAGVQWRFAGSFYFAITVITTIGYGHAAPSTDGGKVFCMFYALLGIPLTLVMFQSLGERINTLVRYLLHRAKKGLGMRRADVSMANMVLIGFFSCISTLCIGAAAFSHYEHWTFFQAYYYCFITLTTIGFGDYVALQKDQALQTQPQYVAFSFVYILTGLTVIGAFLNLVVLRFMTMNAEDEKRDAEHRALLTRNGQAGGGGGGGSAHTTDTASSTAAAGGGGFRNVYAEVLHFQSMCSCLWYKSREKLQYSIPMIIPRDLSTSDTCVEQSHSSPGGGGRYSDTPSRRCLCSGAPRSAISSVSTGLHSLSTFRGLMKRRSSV
# ANO1 block: inhibitors of mouse TMEM16A calcium-activated chloride channel; HEK293 TMEM16A/YFP iodide influx fluorescence, ionomycin; normalized B-score (activity score, 25-100; higher = stronger inhibition) at 10 µM; 1.2% of 310,000 active;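 active = ratio plate-corrected score three or more library SD toward inhibition, starting fluorescence score within five deviations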;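 note: score derived from kinetic fluorescence span divided by baseline fluorescence per well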
# KCNQ1 act: human KCNQ1 channel potentiation or activation; P51787; CHO-K1 KCNQ1, thallium flux FluxOR fluorescence; active compounds read high; B-score at 10 µM; 0.35% of 310,000 active; AID 2648;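 active = fluorescence ratio B-score, a plate-corrected score, at least three library SD, with initial intensity B-score within 5 SD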
# Target sequence (P51787 whole entry, looked up): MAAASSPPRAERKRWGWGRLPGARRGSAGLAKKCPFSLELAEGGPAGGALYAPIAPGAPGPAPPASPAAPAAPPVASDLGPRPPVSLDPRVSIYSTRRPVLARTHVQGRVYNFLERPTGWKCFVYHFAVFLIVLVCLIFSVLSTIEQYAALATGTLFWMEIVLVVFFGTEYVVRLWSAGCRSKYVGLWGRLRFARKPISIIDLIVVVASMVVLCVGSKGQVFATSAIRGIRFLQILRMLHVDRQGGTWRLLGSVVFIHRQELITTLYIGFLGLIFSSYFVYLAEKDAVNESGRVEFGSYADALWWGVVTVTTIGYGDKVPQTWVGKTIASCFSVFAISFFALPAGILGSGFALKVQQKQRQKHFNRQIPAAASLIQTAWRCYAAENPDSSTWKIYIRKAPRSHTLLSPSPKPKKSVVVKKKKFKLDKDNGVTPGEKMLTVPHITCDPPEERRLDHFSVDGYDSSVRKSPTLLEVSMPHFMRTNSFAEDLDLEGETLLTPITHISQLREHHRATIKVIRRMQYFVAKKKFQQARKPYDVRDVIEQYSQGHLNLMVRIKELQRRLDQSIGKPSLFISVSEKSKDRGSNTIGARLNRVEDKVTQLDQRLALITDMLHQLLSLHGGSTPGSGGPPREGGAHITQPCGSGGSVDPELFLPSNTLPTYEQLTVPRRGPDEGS
#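 Assay system: stable KCNQ1 CHO-K1 line; medium: assay buffer, equal DMSO in all wells; timing: 90 min dye loading and 20 min compound exposure, both at room temperature; technique: kinetic FluxOR thallium fluorescence, 10-s 1-Hz baseline, 110-s post-stimulus read; read-out basis: B score of baseline-normalized fluorescence ratio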
# RGS4 pot: potentiators or activators of RGS4; HEK293 M3R/inducible RGS4, carbachol calcium flux Fluo4; active compounds read low; B-score at 10 µM; 0.92% of 310,000 active; AID 463111;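 active = B-score of the integrated calcium signal more than 4 SD below the library mean, with starting fluorescence not abnormally high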;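 note: negative B-score means reduced calcium response which marks RGS4 activation or potentiation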
#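 Test system: HEK293 cells with stable M3R and inducible RGS4; also added: carbachol at ECmax as muscarinic agonist stimulus; schedule: dye loading 30 min 37 °C, buffer rest 30 min RT; technique: kinetic calcium fluorescence imaging with Fluo4-AM dye, 2 µM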
# HDAC3 inhib: blocks human histone deacetylase 3. O15379. recombinant HDAC3, fluorogenic peptide/trypsin coupled, fluorescence. inhibition, % at 8.3 µM. 0.15% of 320,000 active. AID 2718; in the data active = inhibition above about 26%, passing the limit was not always enough
# SKKanGAS inh: SKKanGAS growth inhibition; 1.3% of 300,000 active; S. pyogenes SKKanGAS, kanamycin growth, BacTiter-Glo, 6 h; inhibition, % at 7.5 µM;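 active = mean replicate score, as percent of positive control median, at least 50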;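 note: strain carries kanamycin resistance gene driven by streptokinase promoter and grows in 40 µg/ml kanamycin; loss of luminescence reflects streptokinase promoter inhibition or plain growth inhibition; 0% = median of DMSO wells and 100% = positive control at its reference dose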
# TMEM16A act: activates or potentiates the mouse TMEM16A chloride channel; 0.3% of 340,000 active; HEK293 TMEM16A/YFP-H148Q/I152L, iodide quench fluorescence; active compounds read low; Q8BHY3; B-score at 10 µM;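 active = fluorescence-ratio B-score plate-corrected deviation score at least 3 library SD below zero, with starting fluorescence score within 5 deviations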;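 note: channel opened by trigger with iodide after compound preincubation; score built on the fluorescence ratio of max minus min over baseline; more negative score means more quench and so TMEM16A activation or potentiation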
# RGS4 inh: inhibitors of human RGS4; P49798; HEK293 M3R/RGS4 inducible, Fluo-4 calcium flux; active compounds read high; triggered by carbachol at its EC20; B-score at 10 µM; 0.45% of 310,000 active; AID 463165;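 active = B-score, a plate-corrected calcium signal, over three deviations above library mean, with baseline fluorescence within five deviations of library mean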;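 note: RGS4 expression induced by doxycycline in cells with stable M3 receptor; B-score is computed from the integrated fluorescence ratio over baseline after carbachol; higher B-score means a larger calcium signal and so more RGS4 inhibition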
# hERG protect: hERG (human) protection from proarrhythmic block | activation (rescue from dofetilide block), less the hit threshold, % at 10 µM | 0.51% of 310,000 active | CHO-hERG, FluxOR thallium flux, dofetilide IC70 present | Q12809;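 active = activation above the mean of controls blocked by dofetilide plus 5 SD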;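 note: thallium influx through hERG after potassium depolarization seen as dye fluorescence rise; in these data hits start at about 4.7%; inactives centre near -7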
# KCNQ1 inh: human KCNQ1 channel inhibition | 1.3% of 310,000 active | B-score at 10 µM | AID 2642 | P51787 | CHO-K1 KCNQ1, FluxOR thallium flux fluorescence; active compounds read high;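 active = compounds whose thallium flux B-score, printed positive for inhibition, exceeds three library SD while starting fluorescence stays within three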;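 note: channel opened by potassium depolarization with thallium stimulus after 20 min compound exposure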
# KCNK9 block: human KCNK9 channel inhibition; Q9NPC2; HEK293 KCNK9, FluxOR thallium flux fluorescence; active compounds read low; B-score at 10 µM; 1.2% of 310,000 active;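 active = ratio B-score over 3 SD below the library mean, with starting fluorescence within 5 SD of its mean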;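 note: negative B-score means less thallium flux so channel inhibition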
# Numbers without * were called inactive; i = inactive; . = no result given. The order is random (roughly 6.3% active in at least one column).
SMILES,KCNK3 inh,ANO1 block,KCNQ1 act,RGS4 pot,HDAC3 inhib,SKKanGAS inh,TMEM16A act,RGS4 inh,hERG protect,KCNQ1 inh,KCNK9 block
Cc1c(NC(=O)Nc2ccccc2[N+](=O)[O-])c(=O)n(-c2ccccc2)n1C,i,i,i,i,-4.8,-2.1,i,i,-3.7,i,i
CC(C)(C(N)=O)c1ccccc1,i,i,i,i,-3.1,-3.3,i,i,-1.3,i,i
O=C(/C=C/c1ccc([N+](=O)[O-])s1)N1CCCC1,i,i,i,i,0.9,24.5,i,i,-3.9,i,i
COc1ccccc1C(=O)N/C(=C\c1cn(C)c2ccccc12)C(=O)N1CCOCC1,i,i,i,i,6.9,12.1,i,i,-10.3,i,i
CCOC(=O)N1CCN(c2ccc(C(=O)c3ccccc3)cc2F)CC1,i,100*,i,i,5.6,0.6,i,i,-10.1,i,i
COC(=O)CCC(C)N1CCC(Oc2ccc(C(=O)NCc3ccccn3)cc2)CC1 (configuration not stated),i,.,i,i,.,3.2,i,i,-8.9,i,i
COC(=O)N1N=C(c2ccc(Br)cc2)CC1(O)C(F)(F)F (configuration not stated),i,i,i,i,-1.2,7.0,i,i,1.6,i,i
Cc1cc(COc2ccccc2OCc2cc(C)no2)on1,i,i,i,i,-1.3,.,i,i,-8.2,i,i
Nc1ccc(C(=O)N/N=C/c2cn(Cc3ccccc3)c3ccccc23)cc1,i,i,i,i,14.9,7.0,i,i,-13.6,i,i
O=C(N/N=C/c1ccccn1)c1cccnc1,i,i,i,i,0.6,-3.4,i,i,-8.5,i,i
CCOC(=O)C1=C(C)NC(C)=C(C(=O)OCC)C1c1cccs1,i,i,i,i,-3.5,-3.0,i,i,0.2,i,i
Cc1cccc(-c2nnc(SCc3cc(=O)[nH]c4ccccc34)n2C)c1,i,i,i,i,7.2,-1.7,i,i,-4.5,i,i
CCCCOC(=O)/C(=C/C=C/c1ccccc1)NC(=O)c1ccccc1,i,i,i,i,-1.5,-3.3,i,i,-9.5,i,i
CC1(c2ccccc2)NC(=O)N(CCOc2ccccc2)C1=O (configuration not stated),i,i,i,i,6.4,-0.5,i,i,-2.1,i,i
CS(=O)(=O)c1ccc2nc(NC(=O)c3ccccc3Cl)sc2c1,i,i,i,i,4.7,2.1,i,i,-6.9,i,i
O=C(CSc1n[nH]c(=O)n1Cc1ccco1)Nc1ccccc1Cl,i,i,i,i,2.5,-1.2,i,i,-12.8,i,i
Cc1c(C(=O)OC2CCCCC2)sc2nc[nH]c(=O)c12,i,i,i,i,-1.4,5.6,i,i,-7.7,i,i
COc1cccc(/C(O)=C2/C(=O)C(=O)N(Cc3cccnc3)C2c2ccco2)c1 (configuration not stated),i,i,i,i,-1.9,-3.5,i,i,-11.9,i,i
CCOC(=O)c1oc2nc(CC(C)C)c3c(c2c1N)CCCC3,i,i,i,i,-38.4,-2.0,i,i,-5.2,i,i
Cc1cnn(Cc2cccnc2)c1N,i,i,i,i,-6.0,-18.6,i,i,-12.9,i,i
CCOc1ccccc1NC(=O)COC(=O)COc1c(Cl)cc(Cl)c2ccc(C)nc12,i,i,i,i,8.0,14.8,i,i,-6.5,i,i
Cn1c(=O)c2c(nc(N3CCCCCC3)n2CC(O)COc2ccc(Cl)cc2)n(C)c1=O (configuration not stated),i,i,i,i,-3.0,-2.0,i,i,-8.3,i,i
COc1ccc(-c2cc(-c3n[nH]c(=S)n3-c3ccccc3Cl)[nH]n2)cc1,i,i,i,i,7.9,8.5,i,i,-3.3,i,i
CC(C)(C)c1ccc(C(=O)NNC(=O)Cc2ccccc2)cc1,i,i,i,i,.,-4.7,i,i,-3.8,i,i
Nc1nc(-c2ccc([N+](=O)[O-])cc2)cs1,i,i,i,i,5.3,4.0,i,i,-8.8,i,i
SMILES,KCNK3 inh,ANO1 block,KCNQ1 act,RGS4 pot,HDAC3 inhib,SKKanGAS inh,TMEM16A act,RGS4 inh,hERG protect,KCNQ1 inh,KCNK9 block
O=C(c1ccccc1Br)N1CCCC(c2nc(-c3cccs3)no2)C1 (configuration not stated),i,25*,i,i,-0.9,-2.7,i,i,-14.5,i,i
Cc1ccc(NC(=O)CSc2nc(N)cc(=O)[nH]2)cc1Cl,i,i,i,i,0.2,18.9,i,i,-9.4,i,i
CC1CCc2c(C(=O)Nc3cccc(-c4nn[nH]n4)c3)csc2C1 (configuration not stated),i,i,i,i,-7.3,55.5*,i,i,-15.6,i,i
COc1cc(Cl)c(S(=O)(=O)NCCN2CCOCC2)cc1Cl,i,i,i,i,-5.0,-16.5,i,i,0.1,i,i
CSc1ccccc1C(=O)Nc1cccc(C)c1,i,i,i,i,3.4,-5.2,i,i,-9.1,i,i
Cc1ccc(-c2csc3ncnc(SCC(=O)c4ccc5c(c4)OCCO5)c23)cc1,i,i,i,i,2.9,0.3,i,i,-11.9,i,i
CC(C)CN1CCC(CNC(=O)CCc2nnc(Cc3c[nH]c4ccccc34)o2)CC1,i,i,i,i,2.8,-0.6,i,i,-4.7,i,i
CC(=O)Nc1nonc1NC(=O)CSc1nc2ccccc2o1,i,i,i,i,9.7,3.9,i,i,-8.2,i,i
O=C(Nc1ccc(O)c(C(=O)O)c1)Oc1ccccc1,i,i,i,i,-29.2,6.2,i,i,-9.7,i,i
Cc1ccc(N=Cc2c(O)cc(C)oc2=O)c(C)c1,i,i,i,i,-5.6,-10.5,i,i,-1.9,i,i
Cc1ccc(CC(=O)NNC(=O)c2ccncc2)cc1C,i,i,i,i,.,-8.4,i,i,-14.6,i,i
O=C(CSc1nc(=O)n2ccccc2n1)N1CCCc2ccccc21,i,i,i,i,-3.9,32.4,i,i,-12.0,i,i
Cc1ccc(-c2nnc(Nc3ccc(OCC(N)=O)cc3)c3ccccc23)cc1S(N)(=O)=O,i,i,i,i,.,5.5,i,i,-2.6,i,i
CC(=O)N1CCc2cc(S(=O)(=O)NCCC(=O)NCCc3ccc(Cl)cc3)ccc21,i,i,i,i,-1.8,-9.3,i,i,-11.9,i,i
COc1cc(Cl)ccc1NC(=S)N(CCCN1CCOCC1)Cc1cn(C)c2ccccc12,i,i,i,i,5.0,-0.3,i,i,-9.0,i,i
CC(C)NC(=O)CN1CCN(Cc2nc(C(c3ccccc3)c3ccccc3)no2)CC1,i,i,i,-7.64*,2.7,9.4,i,i,-10.1,i,i
COc1ccc(CNC(=O)CCc2c(C)nc3cc(-c4ccccc4OC)nn3c2C)cc1,i,i,i,i,5.2,8.8,i,i,-12.8,i,i
Cc1nc(C(=O)N2CCc3c([nH]c4ccccc34)C2c2cc(F)ccc2F)cs1 (configuration not stated),i,i,i,i,1.3,5.8,i,i,-14.1,i,-9.97*
O=C(c1cc2sccc2n1Cc1ccccc1)N1CCN(c2nc3ccccc3s2)CC1,i,i,i,i,4.3,25.2,i,i,-17.5,i,i
C=CCNC(=S)NNC(=O)c1ccccc1,i,i,i,i,-5.9,-3.4,i,i,-12.3,i,i
CCOC(=O)c1oc2cc(OCC(N)=O)ccc2c(=O)c1-c1ccc(OC)c(OC)c1,i,i,i,i,2.3,-3.9,i,i,-8.1,i,i
O=C(NCCc1ccc(Cl)cc1)C1CCN(S(=O)(=O)N2CCC3(CC2)OCCO3)CC1,i,i,i,i,-7.8,3.8,i,i,-3.8,i,i
CC(C)(O)C#Cc1ccc(CN2CCN(C3CCCCC3)C(CCO)C2)cc1 (configuration not stated),i,i,i,i,-0.6,-7.3,i,i,-0.7,i,i
CCn1nc(C)c(CN2CCC(C(=O)Nc3cccc(-c4cccc(F)c4)c3)CC2)c1C,i,i,i,i,0.6,-14.0,i,i,-17.6,i,i
COc1cc2c(cc1OC)CN(C(=S)NC(=O)c1ccccc1)CC2,i,i,i,i,-1.3,-5.1,i,i,1.5,i,i
SMILES,KCNK3 inh,ANO1 block,KCNQ1 act,RGS4 pot,HDAC3 inhib,SKKanGAS inh,TMEM16A act,RGS4 inh,hERG protect,KCNQ1 inh,KCNK9 block
Cc1ccc(NS(=O)(=O)c2cccc(C(=O)N3CCCC(C)C3)c2)cc1 (configuration not stated),i,i,i,i,7.0,-1.7,i,i,-11.0,i,i
CCCCN(CCCC)C1=Nc2ccccc2N/C1=C(/C#N)C(=O)OCC,i,i,i,i,2.8,72.1*,i,i,-7.5,7*,i
Nc1n[nH]c(CO)n1,i,i,i,i,1.2,0.9,i,i,-5.2,i,i
Cn1c(Cc2ccccc2)nnc1SCC(=O)Nc1cccc(S(=O)(=O)NC2=NCCCCC2)c1,i,i,i,i,-1.2,-3.9,i,i,-12.9,i,i
CCN(CC(=O)NCc1cccs1)C(=O)c1cc(S(=O)(=O)N2CCCCC2)ccc1Cl,i,i,i,i,0.1,-6.0,i,i,-11.8,i,i
COc1ccccc1CCNS(=O)(=O)c1c(C)n(C)c(=O)n(C)c1=O,i,i,i,i,.,0.5,i,i,-5.8,i,i
CC1=NN(C(C#N)c2ccccc2)C(C)(C)C1 (configuration not stated),i,i,i,i,-1.5,-9.7,i,i,-16.1,i,i
O=C1CCN(C(=O)c2cccs2)c2ccccc21,i,i,i,i,-3.2,-7.8,i,i,-2.0,i,i
O=C(c1ccc([N+](=O)[O-])s1)N1CCCc2ccccc21,i,i,i,-7.73*,-3.8,0.8,i,i,-1.1,i,i
COc1ccc(CC(=O)Nc2ccc(S(=O)(=O)Nc3ncccn3)cc2)cc1,i,i,i,i,0.9,-1.4,i,i,-10.5,i,i
O=C(CN1CCCc2ccccc21)Nc1ccc(F)cc1[N+](=O)[O-],i,i,i,i,-0.3,-3.3,i,i,-0.9,i,i
Cc1cc(C)cc(NC(=S)N2CCN(c3ncccn3)CC2)c1,i,i,i,i,2.8,2.5,i,i,-0.8,i,i
O=C(Nc1nc2ccccc2[nH]1)C1CCN(C(=O)c2ccc(F)cc2)CC1,i,i,i,i,1.7,-6.5,i,i,-10.3,i,i
O=C(OCCN1C(=O)c2ccccc2C1=O)c1cnccn1,i,i,i,i,5.9,6.7,i,i,-9.5,i,i
Cc1ccccc1NC(=O)CCS(=O)(=O)c1cccc2nonc12,i,i,i,i,-2.7,-7.3,i,i,-10.2,i,i
CCn1nnnc1SCC(=O)Nc1ccc2c(c1)OCCO2,i,i,i,i,1.5,1.0,i,i,-3.7,i,i
O=C1C=C(c2ccc3c(c2)OCO3)CCC1,i,i,i,i,-0.1,0.0,i,i,-8.6,i,i
COC(=O)c1ccc(NC(=O)CSc2ccc(-c3ccccn3)nn2)cc1,i,i,i,i,1.9,-0.7,i,i,-7.3,i,i
Cc1sc2nc(SCC(=O)OC(C)C)n(C)c(=O)c2c1C,i,.,i,i,.,0.3,i,i,-10.7,i,i
COc1ccc(CN2CCCC(C(=O)N3CCCCC3)C2)c(OC)c1 (configuration not stated),i,i,i,i,-5.3,0.3,i,i,-11.2,i,i
Cc1cccc(NC(=O)CSc2nnc([C@@H]3CCCN3C(=O)OC(C)(C)C)o2)c1C,i,i,i,i,-0.4,0.0,i,i,-4.5,i,i

# Compound activity as filed in PubChem BioAssay.
